Source: PubChem
Bcl-xL primary: blocks human Bcl-xL binding to Bim BH3 peptide. Q07817. GST-Bcl-xL / FITC-Bim BH3 peptide fluorescence polarization. inhibition, % at 10.9 µM. actives 0.7% (n = 320,000). AID 2129;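 active = inhibition above the mean of all tested compounds plus 3 SD, cutoff set per campaign, cut at about 30% in these data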;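 note: 0% = DMSO wells and 100% = unlabeled Bim-BH3 peptide competitor; inhibitors lower millipolarization by displacing the labeled peptide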
MCL1-BIM inh: disrupts human MCL1 binding to BIM-BH3 peptide; actives 0.68% (n = 320,000); inhibition, % at 10.9 µM; Q07820; GST-MCL1 / FITC-Bim-BH3 fluorescence polarization;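 active = inhibition above the mean inhibition of all tested compounds plus 3 SD, set per campaign, cut at about 40% in these data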;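 note: 0% = DMSO wells and 100% = unlabeled Bim-BH3 peptide control; higher means more loss of mP so more displacement of Bim peptide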
ZTA counter: counter-screen for EBNA-1 inhibitors: inhibitors of Epstein-Barr virus ZTA. ZTA-DNA binding, fluorescence polarization. actives 0.15% (n = 320,000). inhibition, % at 11 µM; in the data active = inhibition above about 33%
Fam108B inh: Fam108B inhibition, counter-screen for RBBP9 inhibitors; inhibition, % at 9.51 µM; recombinant Fam108B, FP-Rh probe fluorescence polarization; actives 0.33% (n = 300,000);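 active = inhibition above the screen mean inhibition plus 3 SD, computed separately per campaign, cut at about 18% in these data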;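 note: inhibitors lower polarization as less probe binds the enzyme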
Efflux pump inh: blocks antifungal efflux pumps in multiplex yeast assay; S. cerevisiae Candida pump triplex, Nile Red efflux; inhibition, % at 10 µM; actives 0.44% (n = 330,000); AID 485275;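 active = plate passing quality check with inhibition over a set limit, or well fluorescence over plate mean plus 4 SD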;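 note: Nile Red retained in pooled yeast measured as flow cytometry median fluorescence; 0% = buffer negative control and 100% = Enniatin B positive control; higher means more Nile Red kept so more efflux inhibition; some compounds called inactive have numbers as strong as hits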
MEX-5 binding: C. elegans MEX-5 TCR-2 RNA binding activity; Q9XUB2; MEX-5/FITC-TCR2 RNA binding, fluorescence polarization; hits give low values; activity score (negative = inhibition of binding), % at 10 µM; actives 0.38% (n = 300,000); AID 1832;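 active = inhibition past about -25% in most replicates, and total fluorescence under double the plate's negative control median, limit read from the data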;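 note: 0% = DMSO and -100% = 5 µM competing unlabeled TCR2 RNA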
Target sequence (Q9XUB2 whole entry, looked up): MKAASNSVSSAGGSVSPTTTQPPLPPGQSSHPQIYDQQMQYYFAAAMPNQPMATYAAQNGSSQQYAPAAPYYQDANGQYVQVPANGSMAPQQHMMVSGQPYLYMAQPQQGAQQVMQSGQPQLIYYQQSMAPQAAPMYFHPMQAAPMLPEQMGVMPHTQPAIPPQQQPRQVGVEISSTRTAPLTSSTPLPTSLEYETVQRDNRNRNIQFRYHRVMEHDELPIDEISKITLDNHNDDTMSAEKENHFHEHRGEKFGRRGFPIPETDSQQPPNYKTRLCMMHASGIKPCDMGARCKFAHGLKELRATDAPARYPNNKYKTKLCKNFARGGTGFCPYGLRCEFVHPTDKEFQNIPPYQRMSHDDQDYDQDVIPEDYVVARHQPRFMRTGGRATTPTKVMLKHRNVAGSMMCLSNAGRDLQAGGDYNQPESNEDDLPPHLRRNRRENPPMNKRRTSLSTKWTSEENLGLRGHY
CR mimetic SO: caloric restriction mimetics inhibiting age-related superoxide in yeast; S. cerevisiae aged cells, superoxide DHE fluorescence; hits give low values; superoxide response (% of plate mean), % at 10 µM; actives 0.18% (n = 330,000); AID 2690;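 active = superoxide response under a set limit, about three screen SD below normal, cut at about 65% in these data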;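 note: yeast aged for seven days with compound at 30 °C before DHE staining; 100% = average MFI of all compound-treated wells on the plate with controls excluded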
GLD-1 RNA inh: GLD-1-TGE RNA interaction inhibition (C. elegans). purified GLD-1 + fluorescein TGE RNA, fluorescence polarization. inhibition, % at 5.96 µM. actives 0.44% (n = 320,000). AID 2280;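 active = percent inhibition above a per-plate cutoff, the plate mean of test compounds plus 3 SD, cut at about 30% in these data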;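 note: 0% = DMSO wells with GLD-1 and probe and 100% = wells lacking GLD-1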
Target sequence (Q17339 whole entry, looked up): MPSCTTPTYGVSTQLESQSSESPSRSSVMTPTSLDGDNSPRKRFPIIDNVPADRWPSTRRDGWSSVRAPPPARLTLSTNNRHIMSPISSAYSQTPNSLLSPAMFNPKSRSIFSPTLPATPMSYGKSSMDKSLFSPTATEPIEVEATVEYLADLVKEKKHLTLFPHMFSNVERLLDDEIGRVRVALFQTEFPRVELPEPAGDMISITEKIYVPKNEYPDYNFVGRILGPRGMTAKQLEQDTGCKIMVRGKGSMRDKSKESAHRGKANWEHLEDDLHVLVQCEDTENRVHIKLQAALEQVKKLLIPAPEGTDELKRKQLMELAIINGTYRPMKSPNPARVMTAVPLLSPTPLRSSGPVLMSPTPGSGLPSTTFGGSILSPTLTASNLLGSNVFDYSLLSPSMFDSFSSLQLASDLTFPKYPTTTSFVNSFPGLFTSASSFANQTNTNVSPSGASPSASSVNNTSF
EBNA-1 inh: blocks EBNA-1 binding to DNA; EBNA-1 DNA binding, fluorescence polarization; inhibition, % at 14.8 µM; actives 0.34% (n = 300,000); in the data active = inhibition above about 28%
* marks the source's active call; other numbers are inactive results; / = not tested or not shown.

SMILES	Bcl-xL primary	MCL1-BIM inh	ZTA counter	Fam108B inh	Efflux pump inh	MEX-5 binding	CR mimetic SO	GLD-1 RNA inh	EBNA-1 inh
CCCN(CCC)CCCNc1ccc(C(=O)Nc2cccc(OC)c2)cc1[N+](=O)[O-]	3	4	4	-1	-0.1	-0.5	114	-5	-3
COCC(=O)N1CCC(Oc2ccc(C(=O)NCc3cc(C(C)C)no3)cc2)CC1	0	15	9	-2	-1.3	-1.1	98	-2	-8
COc1cc2c(cc1OC)-c1cc(NC3CCCCCC3)nc(=O)n1CC2	13	9	16	4	-0.1	-0.1	114	-1	0
COc1nccc(C(F)(F)F)c1C(=O)NC(=O)Nc1ccccc1	4	-2	3	-6	0.0	0.4	109	3	-11
Cc1cc(C(=O)N/N=C\C(Br)=C\c2ccccc2)c(C)o1	1	9	10	-6	-0.1	2.1	103	-2	8
COc1ccc(NS(=O)(=O)c2cc(NC(=O)c3cnc(C)cn3)ccc2N2CCCCC2)cc1	1	-3	15	-17	-0.1	-1.4	96	4	6
N#CCCn1nc(-c2ccc(Cl)cc2)cc1Nc1ccccc1NC(=O)C(F)(F)F	7	-1	3	2	-0.2	1.0	110	1	-16
COc1ccc(N2Cc3cccc(C(=O)N4CCN(C(=O)c5ccco5)CC4)c3C2=O)cc1	4	24	-6	-2	0.0	1.3	91	3	2
Cc1csc2nc(CSc3ccc(Cl)cc3)cn12	1	2	-3	1	0.3	-0.7	101	-5	5
OC(c1cccc(Cl)c1)c1nccc2ccccc12 (stereo not drawn)	0	-6	-15	-3	0.1	2.9	103	-4	-1
C=CCNCCOCCOc1ccccc1-c1ccccc1	8	15	-16	-1	-0.1	1.1	83	3	-4
COc1cccc(CNn2cn[nH]c2=S)c1OCc1ccccc1	-2	1	0	1	0.1	-1.3	96	1	7
Cc1oc(-c2ccc(Cl)cc2)[n+]([O-])c1C	5	1	1	1	-0.1	-1.8	107	4	7
COc1ccc(-n2nc(C(=O)O)c3ccccc3c2=O)cc1	6	6	4	-1	0.1	3.4	86	-5	4
Cc1[nH][nH]c(=O)c1C(c1c(C)[nH][nH]c1=O)c1cn(Cc2ccc(Cl)c(Cl)c2)c2ccccc12	9	9	8	9	-0.3	0.7	102	9	0
CCCN=C1NC(=O)C(CC(=O)NCCc2ccc(OC)c(OC)c2)S1 (stereo not drawn)	7	-5	-14	-1	0.0	-0.8	118	-3	0
COc1ccccc1C(=O)NNC(=O)C(=O)NC(C)(C)C	3	6	-5	3	0.0	-3.7	98	6	-8
CC(=O)c1ccc(NC(=O)CSc2nc(Nc3ccccc3)nc(N3CCOCC3)n2)cc1	2	-3	-10	-2	0.2	-1.0	103	4	-14
CCOC(=O)N1CCN(S(=O)(=O)c2cc(-c3nn4c(C)nnc4c4ccccc34)ccc2C)CC1	1	-1	-7	4	0.2	-0.7	99	3	-11
CCN1C(=O)C(CC(=O)NCc2ccc(Cl)cc2)N(CC)C1=O (stereo not drawn)	3	-1	-5	1	0.0	0.0	88	5	4
O=C(O)C1CCCN1C(=O)NC1CCCCC1 (stereo not drawn)	2	-2	6	0	0.0	-1.5	96	6	0
CCCCC(=O)/C=C/n1c(=S)oc2ccccc21	-8	-6	2	-3	-0.1	-2.4	92	3	7
CS(=O)(=O)N1CCN(c2ccccc2[N+](=O)[O-])CC1	1	1	-4	-2	0.2	-1.9	91	-9	-18
CC(=O)Nc1ccc(NC(=O)c2cccc3c2-c2ccccc2C3=O)cc1	-1	3	7	-5	-0.1	-2.2	85	-1	-1
CCC(=O)NC(Nc1sc2c(c1C(=O)OC)CCCC2)(C(F)(F)F)C(F)(F)F	-3	9	12	-2	-0.1	-2.9	94	1	-19
COC(=O)c1ccccc1OCCCN(C)C	8	12	-6	-3	-0.5	-1.7	94	-3	-4
COC(=O)c1ccccc1NC1=C/C(=N\S(=O)(=O)c2cccs2)c2ccccc2C1=O	2	5	1	20*	0.0	-1.5	116	4	2
Clc1ccccc1-c1nn2c(-c3ccccn3)nnc2s1	0	-3	-9	-1	-0.2	-0.5	120	-2	3
COc1cc(/C=C(\C#N)C(=O)NCC2CCCO2)c([N+](=O)[O-])cc1OC (stereo not drawn)	-12	-16	-4	0	0.0	-0.4	108	2	-1
Cc1cc2ccccn2c1C(=O)c1ccc(S(=O)(=O)N(C)C)cc1	-1	-2	-14	0	-0.1	0.7	115	7	-7
O=C(CSc1nncn1-c1cccnc1)Nc1cccc(C(F)(F)F)c1	4	-4	13	0	-0.1	-2.2	88	8	1
Cc1c(NC(=O)C(C)OC(=O)c2ncc(Cl)c(Cl)c2Cl)c(=O)n(-c2ccccc2)n1C (stereo not drawn)	-3	-5	7	2	-0.1	0.5	90	4	-4
Cc1ccc(S(=O)(=O)NCC(=O)OCC(=O)c2ccc(Br)s2)cc1	-1	-4	2	-2	0.2	-0.7	108	1	2
Cn1cnnc1SCC(=O)c1cc2ccccc2o1	-2	-10	9	-1	0.0	-1.7	107	-6	9
COc1ccc(C(=O)NCc2cn3ccsc3n2)cc1OC	-3	1	0	0	0.2	0.7	95	0	6
COc1ccccc1S(=O)(=O)CC(O)COc1ccccc1Cl (stereo not drawn)	3	-1	6	4	0.1	-2.3	102	5	-3
COc1ccccc1CNC(=O)CCN1C(=O)c2ccccc2C1=O	2	1	-1	2	-0.1	0.6	104	4	3
Cc1ccc(C(=O)COC(=O)c2cn3ccccc3n2)cc1	2	6	11	2	-0.1	0.6	97	-4	2
O=C(NCC(c1cccnc1)N1CCN(c2ccccc2F)CC1)c1cccc(Cl)c1 (stereo not drawn)	5	-2	7	-9	0.0	3.0	105	9	13
CCN(C(=O)COC(=O)c1n[nH]c2ccccc12)c1ccccc1	5	0	15	/	0.2	/	103	-1	/
CC1CCN(C(=O)C2CCN(C(=O)c3cc4sccc4n3Cc3ccc(F)cc3)CC2)CC1	-2	10	2	-4	0.1	2.0	114	3	-6
O=C(NCC1CCOCC1)c1cc(COc2ccc(F)cc2F)on1	-3	-3	-9	2	0.1	1.9	98	5	-20
COc1ccc(OC(C)C(=O)Nc2ccccc2F)cc1 (stereo not drawn)	-1	-2	-23	0	0.1	3.4	100	0	-12
CC(C)c1csc(CN2CCN(Cc3ccccc3)C(CCO)C2)n1 (stereo not drawn)	2	-1	10	2	0.0	2.2	93	3	7
Cc1cc(C(C)(C)C)cc(C)c1S(=O)(=O)N1CC(=O)Nc2ccccc21	3	4	7	1	0.2	0.5	92	14	-7
COC(=O)c1cc(Br)c(=O)n(-c2nccs2)c1	6	6	-9	-1	-0.1	-1.6	109	3	6
O=c1c([N+](=O)[O-])c[nH]c2ccccc12	11	12	-7	-2	-0.1	-1.9	93	4	-1
Cc1ccccc1OC(=O)C1C(c2ccccc2)C(C(=O)O)C1c1ccccc1 (stereo not drawn)	-2	-7	-5	2	0.1	1.8	135	39*	3
COc1cc(C)nc(Oc2ccc(OCCOc3ccc(C)cc3)nn2)n1	12	6	6	2	0.0	0.4	93	-3	7
O=C(OCn1nnc2ccccc2c1=O)C12CC3CC(CC(O)(C3)C1)C2	-1	0	2	7	-0.1	-2.3	109	1	14
COc1ccc2c(CC(=O)OCC(=O)NC(N)=O)coc2c1	4	-1	-12	2	-0.2	-1.5	100	7	-2
CCCCNc1nc2ccccc2nc1Cl	1	13	-2	-2	-0.1	-1.0	112	-2	-2
O=[N+]([O-])c1cccc(S(=O)(=O)N2CCc3ccccc3C2)c1	-1	-1	3	2	-0.3	2.3	102	-1	3
CCc1cccc2c(C(=O)C(F)(F)F)cn(CC(=O)N3CCOCC3)c12	1	1	-3	2	0.0	0.9	120	1	4
CCOC(=O)CC(NC(=O)C1c2ccccc2Oc2ccccc21)c1ccccc1Cl (stereo not drawn)	2	5	-6	-5	0.0	-2.4	97	3	102*
C=CCNC(=O)CC1C(=O)NCCN1Cc1ccc(-c2ccccc2)cc1 (stereo not drawn)	9	14	6	-1	-0.1	-0.6	116	4	3
CCN(CC)CCCNC(=O)Cn1ncc2c(=O)oc3ccc(C)cc3c21	4	-2	25	4	0.2	0.2	96	-1	15
COc1ccccc1/C=C/C(=O)NCc1ccccn1	3	-1	8	-7	0.0	-1.2	99	1	9
CCOC(=O)c1ccc(NC(=S)N2CCCC(C)C2)cc1 (stereo not drawn)	3	10	13	-2	0.1	1.3	98	3	14
COc1ccc(C(=O)NCC(=O)OCC(=O)c2ccc(Cl)cc2)cc1OC	2	-2	7	-6	0.1	2.9	96	-3	4

Next part
SMILES	Bcl-xL primary	MCL1-BIM inh	ZTA counter	Fam108B inh	Efflux pump inh	MEX-5 binding	CR mimetic SO	GLD-1 RNA inh	EBNA-1 inh
O=C(N/C(=C\c1ccco1)C(=O)N1CCOCC1)c1ccc([N+](=O)[O-])cc1	7	6	-5	-1	0.0	-0.4	99	8	-1
COCC(=O)Nc1ccc(S(=O)(=O)Nc2cc(C)nc(C)n2)cc1	7	4	27	-3	0.1	2.3	102	-1	9
CC(C)CC(=O)Nc1cc([N+](=O)[O-])ccc1Cl	1	2	-2	-2	0.0	1.5	88	-7	-8
CC12CC(NC(=O)N1c1cccc(C(=O)NCc3ccccn3)c1)c1ccccc1O2 (stereo not drawn)	0	-6	2	-1	0.0	/	119	-3	11
COc1ccc(C(NC(=O)/C=C\c2ccco2)c2ccc(OC)c(OC)c2)cc1 (stereo not drawn)	0	-9	-5	2	0.1	3.1	87	1	39*
Cc1nc2ccccc2c(=O)n1/N=C/c1cn[nH]c1-c1ccccc1	0	-4	5	1	-0.1	2.7	82	-1	0
CCCSc1cc(NCCOC(=O)CCC)c([N+](=O)[O-])c2nonc12	7	4	-3	-1	0.2	-1.7	118	7	-1
Cc1ccc(NC(=O)CN2CCc3ccccc3C2)cc1F	7	-2	-1	-9	0.3	1.2	109	-4	-1
Cc1ccc(NC(=O)C(=O)NCc2ccc(/C=C(/C#N)C(=O)NCc3cccnc3)o2)cc1C	7	8	7	0	-0.2	-8.5	102	5	-8
CNC(=O)c1c(C)nn(-c2ccc(F)c(Cl)c2)c1-c1cc(C)on1	-1	-6	-14	-2	0.0	0.2	106	0	-1
CCOC(=O)N1CCN(C(=O)c2ccc3c(c2)sc2nc(-c4ccccc4)cn23)CC1	0	-4	8	5	0.0	0.7	116	-9	5
Cc1cccc(NC(=O)COC(=O)c2ccc3c(=O)n4c(nc3c2)CCC4)c1	-2	-14	7	-1	-0.1	-1.3	101	3	-3

Entries above that have two or more sulfur atoms (3):
SMILES	Bcl-xL primary	MCL1-BIM inh	ZTA counter	Fam108B inh	Efflux pump inh	MEX-5 binding	CR mimetic SO	GLD-1 RNA inh	EBNA-1 inh
Cc1csc2nc(CSc3ccc(Cl)cc3)cn12	1	2	-3	1	0.3	-0.7	101	-5	5
COC(=O)c1ccccc1NC1=C/C(=N\S(=O)(=O)c2cccs2)c2ccccc2C1=O	2	5	1	20*	0.0	-1.5	116	4	2
Cc1ccc(S(=O)(=O)NCC(=O)OCC(=O)c2ccc(Br)s2)cc1	-1	-4	2	-2	0.2	-0.7	108	1	2

(continued)
SMILES	Bcl-xL primary	MCL1-BIM inh	ZTA counter	Fam108B inh	Efflux pump inh	MEX-5 binding	CR mimetic SO	GLD-1 RNA inh	EBNA-1 inh
CCOC(=O)Nc1ccc2c(CN(C)Cc3ccc(F)cc3)cc(=O)oc2c1	-1	1	-18	-1	0.1	1.4	88	2	-4
O=C(CCC(=O)N1CCOc2ccc(Cl)cc21)NCCCN1CCC(Cc2ccccc2)CC1	9	7	-10	8	0.1	1.3	99	-2	-11
O=C(N/N=C/c1cccnc1)c1ccc(S(=O)(=O)N2CCCCCC2)cc1	4	-3	-7	-5	-0.2	3.1	100	9	-7
O=S1(=O)CCC(NCC2CCCO2)C1 (stereo not drawn)	4	6	-11	-3	-0.2	2.1	108	-3	11
